Source: PubChem (several laboratories)
m5-HT2A agonist: mouse Htr2a agonists via beta-arrestin recruitment, primary screen, cell-based, luminescence; hit rate 0.66% among 360,000; CHO-K1 mHTR2A beta-arrestin complementation; percent of 30 µM serotonin response; activation, % at 7.6 µM;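 active = activation above a run cutoff, the mean activation of all tested compounds plus 3 SD, cut at about 14% in these data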;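 also: 0% = plate median of compound wells and 100% = 30 µM serotonin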
MC4R ag barr: MC4R agonists recruiting beta-arrestin, primary screen, cell-based, luminescence, agonist arm of biased-ligand search; Melanocortin receptor 4 (Homo sapiens), P32245; AID 540308, 2011; U2OS MC4R beta-arrestin complementation; percent of melanotan II response, DMSO zero; hit rate 0.98% among 360,000; activation, % at 8.9 µM;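 active = activation above a per-plate cutoff, the mean activation of sample wells on that plate plus 3 SD, cut at about 8% in these data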
Granule exo inh: LAMP-1 surface exposure blockers, TALL-104 cells – cell-based, flow cytometry, MLPCN library, primary screen; AID 651702, 2012; inhibition, % at 10 µM; hit rate 0.66% among 360,000; TALL-104 LAMP-1 surface exposure; cells stimulated with thapsigargin and PMA;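 active = inhibition above about 55%, limit read from the data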
MC4R antagonist: MC4R antagonists of cAMP signaling, primary screen, cell-based, TR-FRET, antagonist arm of biased-ligand search. inhibition, % at 6.5 µM. Melanocortin receptor 4 (Homo sapiens), P32245. hit rate 0.48% among 360,000. MC4R-expressing cells, MTII-stimulated cAMP, LANCE TR-FRET;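 active = inhibition above its plate's cutoff, the mean of tested wells on that plate plus 3 SD, cut at about 29% in these data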;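 also: 0% = Melanotan II alone and 100% = Melanotan II plus saturating MCL0020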
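Assay system: U2OS-MC4R stable cell line; Also added: Melanotan II; Technique: Eu-cAMP/anti-cAMP TR-FRET, emission 671 nm; Times: 30-min compound, 1-h challenge, 1-h detection, room temperature.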
ABCB6 inh 2: ABCB6 transporter inhibitors, primary screen, K562-ABCB6 cells, flow cytometry, MLPCN library | ATP-binding cassette sub-family B member 6 (Homo sapiens), Q9NP58 | K562-ABCB6 porphyrin accumulation, 1 h; hits give low values | fluorescence ratio to DMSO, % at 10 µM | hit rate 0.19% among 360,000;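 active = fluorescence ratio to DMSO below 75%, the collection mean minus 3 SD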;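 also: signal is porphyrin accumulated inside mitochondria; 100% equals median channel fluorescence of DMSO control wells; lower ratio means ABCB6 inhibition with less porphyrin fluorescence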
Target sequence (Q9NP58 whole entry, looked up): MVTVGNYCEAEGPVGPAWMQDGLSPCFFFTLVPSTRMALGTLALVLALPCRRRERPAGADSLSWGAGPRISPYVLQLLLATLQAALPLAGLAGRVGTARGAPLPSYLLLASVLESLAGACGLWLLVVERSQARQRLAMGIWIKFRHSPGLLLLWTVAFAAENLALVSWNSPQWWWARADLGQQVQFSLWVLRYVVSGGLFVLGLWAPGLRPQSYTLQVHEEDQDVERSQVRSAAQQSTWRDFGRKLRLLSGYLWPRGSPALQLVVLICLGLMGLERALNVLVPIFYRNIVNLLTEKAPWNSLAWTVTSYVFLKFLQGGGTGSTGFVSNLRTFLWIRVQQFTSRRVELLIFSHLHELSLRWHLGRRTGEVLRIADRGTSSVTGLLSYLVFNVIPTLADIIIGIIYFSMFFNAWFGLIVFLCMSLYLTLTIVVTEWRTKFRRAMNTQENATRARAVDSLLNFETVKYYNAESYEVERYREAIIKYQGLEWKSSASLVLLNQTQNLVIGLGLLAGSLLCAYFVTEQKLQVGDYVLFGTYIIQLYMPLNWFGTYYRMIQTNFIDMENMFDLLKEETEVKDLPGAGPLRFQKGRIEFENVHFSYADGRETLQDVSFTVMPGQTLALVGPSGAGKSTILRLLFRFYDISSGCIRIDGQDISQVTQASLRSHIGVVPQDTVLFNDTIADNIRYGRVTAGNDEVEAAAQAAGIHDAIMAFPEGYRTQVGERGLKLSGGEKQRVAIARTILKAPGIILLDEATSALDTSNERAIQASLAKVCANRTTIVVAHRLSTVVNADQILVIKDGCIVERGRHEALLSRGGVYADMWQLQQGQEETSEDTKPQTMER
aDG glyco up: activators of alpha-DG glycosylation, primary screen, uHTS, Pro5-aDG cells, AlphaScreen; alpha-DG glycosylation AlphaScreen (IIH6); 0% Pro5, 100% B10-LARGE cell signal; activation, % at 10 µM; hit rate 0.22% among 360,000; AID 624168, 2012;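 active = activation of at least 8% versus controls, or a plate z-score of at least 8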;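 also: Pro5 are CHO cells carrying HIG-tagged alpha-DG that lacks glycosylation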
ABHD5-PLIN5 inh: ABHD5-PLIN5 interaction inhibitors, primary screen, cell lysate, split luciferase complementation, luminescence. inhibition, % at 4 µM. AID 602281, 2012. Perilipin-5 (Homo sapiens) + 1-acylglycerol-3-phosphate O-acyltransferase ABHD5 (Homo …. hit rate 0.78% among 360,000. Split G. princeps luciferase complementation, 4 h;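 active = inhibition above the mean inhibition across every tested compound plus 3 SD, cut at about 22% in these data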;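 also: 0% = DMSO only wells and the 100% control is not disclosed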
N-glyco inh: increase of ERlucT glycosylation luciferase signal, primary screen, N-linked glycosylation inhibitor project, D54 ERlucT cells, luminescence, set 2; D54 ERlucT glycosylation luciferase reporter, 24 h; percent of 100 nM tunicamycin response; reporter increase, % at 12.5 µM; hit rate 0.23% among 360,000;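 active = mean luciferase reporter signal, scaled so untreated is 0 and the glycosylation-blocking control 100, at or above a set limit in every replicate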;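 also: luciferase carries N-glycosylation sites so blocking glycosylation raises the light; 0% = median of neutral control wells and 100% = median of 100 nM tunicamycin wells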
iPSC survival up: enhancers of single-cell hiPSC survival, primary screen, ATPlite luminescence; 100% = ROCK inhibitor wells, 0% = DMSO; survival enhancement, % at 20 µM; hit rate 0.044% among 360,000; AID 602274, 2012; in the data active = survival enhancement above about 18%;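 also: cells exposed to compounds for 16 hours before the ATP read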
H9c2 protect: cardioprotection against H2O2-induced cell death, primary screen, uHTS, H9c2 cells, ATPLite luminescence. H9c2 cardiomyocytes, H2O2 injury protection, 2 h. AID 588492, 2011. hit rate 0.63% among 360,000. protection from H2O2 cell death, % at 20 µM;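 active = compounds giving at least 50% protection of heart cells from peroxide-induced death in the single-dose screen, raw or plate-pattern-corrected value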;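 also: 0% = DMSO wells with peroxide and 100% = DMSO wells without peroxide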
An asterisk follows results filed as active; x = no result given.

SMILES | m5-HT2A agonist | MC4R ag barr | Granule exo inh | MC4R antagonist | ABCB6 inh 2 | aDG glyco up | ABHD5-PLIN5 inh | N-glyco inh | iPSC survival up | H9c2 protect
Cn1c(=O)n(CC(=O)NCc2cccnc2)c2ccccc21 | 1 | -1.7 | 1 | 10 | 93 | 0.2 | 3 | 0 | 2.7 | 1
COc1ccc(NC(=O)c2cc(N3C(=O)C4C5CCC(C5)C4C3=O)ccc2Cl)c(OC)c1 (stereo unspecified) | 6 | -2.0 | 1 | 10 | 96 | 0.4 | -6 | 0 | 0.3 | 2
O=C(O)CNc1nc(Cl)ccc1[N+](=O)[O-] | 0 | -2.0 | 10 | 10 | 104 | -0.2 | 2 | 1 | 1.9 | -12
CCOC(=O)c1cnc2sccn2c1=O | 0 | -2.3 | -1 | -2 | 103 | -0.1 | -4 | 2 | -1.8 | 7
O=C(NCc1ccccc1Cl)C1CCN(C(=O)c2ccc(F)cc2)CC1 | -1 | 0.3 | -20 | 2 | 117 | 0.0 | 1 | 2 | -2.2 | 0
COc1ccc([C@H]2/C=C\CN(C(=O)c3ccccc3)[C@@H](C)C(=O)N2Cc2ccc(F)cc2)cc1 | 0 | -1.6 | -19 | 0 | 95 | 0.1 | -6 | -1 | 1.5 | 2
CCCCN1C(=O)C(CC(=O)NC2CC2)CC(C(=O)N(CC)CC)=C1C (stereo unspecified) | -4 | -1.3 | 23 | -1 | 96 | 0.2 | 2 | -1 | 0.4 | 14
COc1ccccc1C1C(C(N)=O)=C(C)Nc2nc(CCCO)nn21 (stereo unspecified) | 6 | -0.1 | -2 | 5 | 100 | 0.0 | -8 | 0 | -0.5 | -3
CC(/C=N\Nc1nnc2c(n1)[nH]c1c(C)cccc12)=C\c1ccco1 | -1 | 0.4 | 3 | -1 | 103 | -0.4 | 5 | -7 | 0.7 | 19
CCOCCOc1nc2c(c(=O)n(C)c(=O)n2C)n1CCc1ccccc1 | 3 | -1.3 | 0 | 12 | 91 | 0.2 | 1 | 0 | 4.0 | -4
CCc1cccc(CC)c1NC(=O)CN1CC(C)SC1=NC1CCCCC1 (stereo unspecified) | 0 | -1.1 | 1 | 9 | 96 | 0.6 | 4 | 0 | -2.2 | -7
COc1ccc(CNCC(O)(c2ccccc2)c2ccc(F)cc2)cc1 (stereo unspecified) | -3 | 0.3 | 26 | 20 | 98 | 0.2 | 5 | 1 | -0.1 | -12
COc1ccc(Cc2nnc(SCC(=O)NCC3CCCO3)o2)cc1 (stereo unspecified) | 9 | -1.1 | -1 | 9 | 103 | -0.3 | 8 | 0 | 0.9 | 5
O=C(O)CCS(=O)(=O)c1ccccc1Cl | 4 | -0.3 | 1 | 4 | 93 | 0.2 | 2 | 2 | 0.3 | 1
O=C(c1cc(COc2c(F)cccc2F)on1)N1CCC(c2ccncc2)CC1 | -3 | -1.4 | 86* | 6 | 96 | 9.2* | 1 | -6 | 0.5 | -22
O=C1CC(c2cccs2)CC2=C1C(c1ccccc1)n1ncnc1N2 (stereo unspecified) | -1 | -1.1 | 2 | 4 | 88 | -0.1 | -5 | 2 | 0.8 | -6
COc1ccc(C(O)P(=O)(OC(C)C)OC(C)C)cc1OC (stereo unspecified) | 3 | -0.6 | 0 | 23 | 94 | 0.1 | -3 | 1 | -0.6 | -1
NC(CCc1ccccc1)c1csc(Nc2nncc3ccccc23)n1 (stereo unspecified) | 5 | 16* | 46 | 4 | 120 | 1.0 | 0 | -3 | -1.1 | -11
C#CCn1c(-c2ccccc2)ccc(C#N)c1=O | -6 | -1.8 | 1 | -10 | 100 | 0.1 | 4 | 0 | 3.2 | -10
COC(=O)N/N=C/c1cc(Cl)cc(Cl)c1OCc1ccccc1 | 0 | 1.2 | 0 | 4 | 97 | 1.5 | -1 | 0 | -1.5 | 12
CCCCn1c(SCc2ccc(C(=O)OC)o2)nc2cc(S(N)(=O)=O)ccc21 | 4 | 0.2 | -2 | 5 | 92 | 0.3 | 12 | -4 | -0.6 | -16
COCC1OC(OC(C)C(O)c2cnc3nc(N)[nH]c(=O)c3n2)C(O)C(OC)C1O (stereo unspecified) | 0 | 0.3 | 10 | 6 | 95 | 0.1 | 2 | 2 | -1.3 | -1
O=C(Nc1ccc2c(c1)OCCO2)c1c(F)cccc1F | 2 | -2.4 | -3 | -4 | 97 | -0.2 | -1 | -2 | -1.5 | -3
CCCSc1nnc(NC(=O)c2sc3nc(-c4cccs4)ccc3c2N)s1 | -4 | 0.1 | 3 | 18 | 125 | 0.0 | -6 | -1 | 0.2 | -6
Oc1ccccc1N=Cc1ccc[nH]1 | 6 | -0.5 | 1 | -9 | 104 | 4.6 | -8 | 11 | -0.9 | -21
CC1CCN(S(=O)(=O)c2ccc3c(c2)oc(=O)n3CC(=O)NCc2ccc3c(c2)OCO3)CC1 | 4 | -0.5 | -2 | 0 | 97 | -0.1 | -2 | -4 | 0.4 | -15
COC(=O)c1ccc(C(=S)NCC2(N(C)C)CCCCC2)cc1 | -1 | -1.2 | -11 | 4 | 89 | 0.1 | 4 | -2 | -0.5 | -4
CC(C)Cc1nn2c(=O)cc(O)nc2s1 | 4 | -3.7 | 1 | 18 | 102 | -0.3 | 4 | 1 | 4.3 | 1
Cc1oc(-c2ccccc2)cc1C(=O)Nc1ccccc1 | -3 | 5.2 | 5 | -2 | 102 | 3.3 | -11 | -3 | 1.3 | 2
COc1ccc(Cl)cc1NC(=O)CN(C)C(=O)c1cc2ccccc2cc1OC | -1 | -2.6 | 12 | 0 | 100 | 0.2 | 2 | -1 | -0.6 | -6
O=C(C(=O)N1CCC(Cc2ccccc2)CC1)c1ccccc1Br | -2 | x | 6 | x | x | 0.0 | -8 | x | x | x
C[C@H](CO)N1C[C@H](C)[C@@H](CN(C)C(=O)Nc2ccc3c(c2)OCO3)Oc2c(NS(=O)(=O)c3ccccc3)cccc2C1=O | 9 | -0.8 | -7 | 9 | 99 | 0.2 | 17 | -2 | -1.3 | 17
Nc1nnc(-c2ccc(Cl)c(Cl)c2)s1 | -1 | -1.1 | 0 | -6 | 98 | -0.4 | 0 | 2 | 0.7 | -8
S=C(c1ccc(N2CCCC2)c(Br)c1)N1CCCCC1 | 2 | -0.2 | 1 | -5 | 100 | -0.1 | 5 | -1 | -0.3 | -6
COc1cc(C(=O)Nc2nccs2)c(Br)c(OC)c1OC | 0 | -2.1 | 0 | -9 | 93 | -0.4 | -4 | 4 | 2.2 | 1
O=C(CNc1cccc(S(=O)(=O)N2CCCC2)c1)Nc1cccc(Br)c1 | 0 | -1.2 | 0 | 1 | 89 | 1.0 | 4 | 4 | -0.4 | -18
CSc1ncccc1C(=O)OCC(=O)c1ccc(C)s1 | -4 | -2.3 | 0 | -2 | 97 | -0.1 | -2 | -1 | 0.3 | -2
O=C(Cc1ccc2c(c1)OCCO2)N1CCN(S(=O)(=O)c2cccc(Cl)c2Cl)CC1 | -3 | -1.4 | -3 | -1 | 102 | 0.2 | -2 | 3 | -1.9 | 8
COc1ccc2[nH]cc(S(=O)(=O)c3ccc(C)cc3)c2c1 | -2 | -1.7 | -4 | -1 | 97 | 0.0 | 0 | 1 | -1.7 | -4
COc1ccccc1N1CCN(C2CCCN(C(=O)C3=NN(C)C(=O)CC3)C2)CC1 (stereo unspecified) | 1 | -1.5 | -1 | 6 | 100 | 0.0 | 7 | 3 | -0.2 | 2
CC(CN1CCCCC1)NC(=O)c1cc(-c2ccccn2)nc2ccc(Cl)cc12 (stereo unspecified) | -1 | -1.7 | 32 | 14 | 101 | -0.2 | 7 | -1 | -0.6 | 2
COc1ccc(/C=N/c2c(-c3ccc(OC)cc3)nc3n2CCS3)cc1 | 1 | -2.6 | 0 | -11 | 99 | -0.6 | -24 | 4 | -0.4 | 2
Cc1ccccc1-c1nsc(SCC(=O)Nc2ccc3c(c2)OCO3)n1 | 0 | 4.5 | -8 | 19 | 96 | -0.1 | -1 | 2 | 0.7 | -11
Cc1ccc(C(=O)NCC(=O)OC2CCCCC2=O)cc1C (stereo unspecified) | -2 | -1.6 | -2 | 8 | 91 | -0.1 | 1 | 1 | 0.0 | 3
O=[N+]([O-])c1ccc(N2CCN(c3ccc([N+](=O)[O-])cc3CO)CC2)c(CO)c1 | -1 | -1.9 | 26 | 17 | 96 | 1.4 | 3 | -9 | -0.5 | -6

Arranged by length of the SMILES (descending): some entries from above
SMILES | m5-HT2A agonist | MC4R ag barr | Granule exo inh | MC4R antagonist | ABCB6 inh 2 | aDG glyco up | ABHD5-PLIN5 inh | N-glyco inh | iPSC survival up | H9c2 protect
O=C(Cc1ccc2c(c1)OCCO2)N1CCN(S(=O)(=O)c2cccc(Cl)c2Cl)CC1 | -3 | -1.4 | -3 | -1 | 102 | 0.2 | -2 | 3 | -1.9 | 8
COc1cc(C(=O)Nc2nccs2)c(Br)c(OC)c1OC | 0 | -2.1 | 0 | -9 | 93 | -0.4 | -4 | 4 | 2.2 | 1
S=C(c1ccc(N2CCCC2)c(Br)c1)N1CCCCC1 | 2 | -0.2 | 1 | -5 | 100 | -0.1 | 5 | -1 | -0.3 | -6

Continued:
SMILES | m5-HT2A agonist | MC4R ag barr | Granule exo inh | MC4R antagonist | ABCB6 inh 2 | aDG glyco up | ABHD5-PLIN5 inh | N-glyco inh | iPSC survival up | H9c2 protect
CCc1cc(=O)oc2c(C)c(OCC(=O)N3CC[C@@]4(O)CCCC[C@H]4C3)ccc12 | 11 | -2.1 | -2 | 3 | 104 | -0.1 | -3 | 2 | 0.1 | 4
COc1ccc(-c2nc3ccc(Cl)cn3c2Cc2cccc(Cl)c2)cc1OC | 5 | x | 1 | x | 106 | -0.1 | -5 | 2 | -1.0 | 6
COc1ccc(C(=O)NC2CC2)cc1OC1CCN(C/C=C/c2ccccc2)CC1 | -5 | -0.9 | -5 | 5 | 95 | 0.1 | 0 | 0 | 0.1 | 2
CCC(C)NC(=O)c1ccc(-n2c(=S)[nH]c3ccccc3c2=O)cc1 (stereo unspecified) | 1 | -1.6 | -3 | 2 | 99 | -0.1 | -7 | 3 | -0.4 | 0
COc1ccc(-c2cc(-c3ccccc3)nc(Cl)n2)cc1OC | -1 | 13* | 2 | -3 | 104 | 0.0 | -3 | 0 | 0.5 | 16
COc1ccc2c(c1OC)C(=O)N1C2SC[C@H]1C(=O)NC1CCCC1 (stereo partly specified) | -6 | -1.2 | -1 | -1 | 96 | -0.1 | -4 | -1 | -0.4 | 0
C=CCNC(=O)NS(=O)(=O)c1ccc(C)cc1 | 5 | 2.7 | 0 | -3 | 98 | -0.1 | 4 | 0 | -0.8 | -10
O=C(COc1ccccc1)Nc1c2c(nn1-c1ccccc1)CS(=O)C2 (stereo unspecified) | -2 | -3.2 | 0 | -1 | 98 | -0.2 | 0 | 2 | -0.4 | 2

The order is random; 4.5% or so of the library scored in one or more.
